Assay outcomes: PubChem BioAssay, Broad Institute
LGR2 antag: Drosophila LGR2 receptor signaling inhibition | HEK293 LGR2, CRE-luciferase, bursicon-stimulated, 4 h | inhibition, % at 9.99 µM | 0.35% of 380,000 active | AID 720647;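 active means drop in luminescence signal, shown as inhibition above about 50% in the replicate tests, limit read from the data, passing the limit was not always enough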;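 further: agonist challenge used bursicon conditioned medium at about half maximal strength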
esBAF inh: blocks esBAF chromatin remodeling in mouse ES cells | Bmi1-luciferase knock-in reporter, 24 h; 100% = twice the neutral-well signal | reporter increase, % at 12.5 µM | 2% of 350,000 active; in the data active means activation above about 40%;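 further: 0% = median of the plate's neutral control wells and 100% = double that signal; a rise in the Bmi1 reporter signal indicates esBAF inhibition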
C2C12 statin: suppression of simvastatin myotoxicity | C2C12 myotubes + simvastatin, ATP luminescence, 48 h; scaled: DMSO 0, geranylgeraniol control 100 | rescue of ATP level, % at 7.49 µM | 0.78% of 330,000 active | AID 602340;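 active means mean ATP rescue above about 67%, or every replicate alone reaching that limit, limit read from the data, passing the limit was not always enough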;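 further: myotubes were challenged with 10 µM simvastatin during compound exposure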
S100A4 inh HTS: S100A4-myosin IIA interaction inhibition. S100A4/TAMRA-MyoIIA peptide fluorescence polarization. inhibition, % at 10.7 µM. 0.14% of 360,000 active;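 active means mean inhibition of at least 70% across replicates, with every replicate also reaching that level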
Target sequence (P26447 whole entry, looked up): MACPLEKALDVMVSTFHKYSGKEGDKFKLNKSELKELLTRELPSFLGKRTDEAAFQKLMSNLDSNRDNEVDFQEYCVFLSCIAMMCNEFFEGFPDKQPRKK
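incubation = readout 5 min after mixing, signal stable up to 60 min | system = S100A4 monomer protein | buffer or medium = HEPES pH 7.2 with CaCl2, KCl, NaCl, DTT, Triton | benchmarks = neutral control DMSO, positive control TFP | also added = fluorescent myosin IIA peptide, 5 nM | compound dosing = one concentration per compound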
An asterisk follows results filed as active; . = no result given. Only part of the results is shown; rates above refer to the full screens.

The opening 5 compounds, ahead of the listing:
Key to letters: A = LGR2 antag; B = esBAF inh; C = C2C12 statin; D = S100A4 inh HTS
> CC(=O)Oc1ccc2c(C)c(CC(C)O)c(=O)oc2c1 (centres undefined)
  A: . | B: -6 | C: 5 | D: .

> COCCN(C(=O)Cn1nnc2ccccc21)C(C(=O)NC1CCCC1)c1cccc(OC)c1OC (centres undefined)
  A: . | B: -2 | C: 3 | D: .

> CC(=O)N1CCc2cc(S(=O)(=O)NC(C(=O)Nc3nc(C)cs3)C(C)C)ccc21 (centres undefined)
  A: . | B: -2 | C: 17 | D: .

> COc1ccc(C2CC(C(F)(F)F)n3nc(C(=O)N(C)Cc4cn(C)nc4C)c(Cl)c3N2)cc1 (centres undefined)
  A: . | B: -16 | C: 0 | D: .

> C=CCOc1ccc(C2/C(=C(\O)c3ccc(F)cc3)C(=O)C(=O)N2CCCN(C)C)cc1 (centres undefined)
  A: . | B: -1 | C: 0 | D: .

The whole of this part, from the start:
Key to letters: A = LGR2 antag; B = esBAF inh; C = C2C12 statin; D = S100A4 inh HTS
> CC(=O)Oc1ccc2c(C)c(CC(C)O)c(=O)oc2c1 (centres undefined)
  A: . | B: -6 | C: 5 | D: .

> COCCN(C(=O)Cn1nnc2ccccc21)C(C(=O)NC1CCCC1)c1cccc(OC)c1OC (centres undefined)
  A: . | B: -2 | C: 3 | D: .

> CC(=O)N1CCc2cc(S(=O)(=O)NC(C(=O)Nc3nc(C)cs3)C(C)C)ccc21 (centres undefined)
  A: . | B: -2 | C: 17 | D: .

> COc1ccc(C2CC(C(F)(F)F)n3nc(C(=O)N(C)Cc4cn(C)nc4C)c(Cl)c3N2)cc1 (centres undefined)
  A: . | B: -16 | C: 0 | D: .

> C=CCOc1ccc(C2/C(=C(\O)c3ccc(F)cc3)C(=O)C(=O)N2CCCN(C)C)cc1 (centres undefined)
  A: . | B: -1 | C: 0 | D: .

> O=C(C1CCCCC1)N1CCCn2c1nc1ccccc12
  A: . | B: -6 | C: 7 | D: .

> Nc1ccc2oc3ccc(N)cc3c(=O)c2c1
  A: . | B: 26 | C: 46 | D: .

> COc1ccc(NC(=O)CSc2nnc(-c3ccccc3)n2Cc2ccco2)c(OC)c1
  A: . | B: 4 | C: 14 | D: .

> NS(=O)(=O)c1ccc(S(=O)(=O)N(Cc2ccccc2F)CC2CCCO2)cc1 (centres undefined)
  A: . | B: -5 | C: -8 | D: .

> CC(=O)c1cnc2nc(C(F)(F)F)nn2c1C
  A: . | B: -5 | C: -30 | D: .

The last three records of the section above lead into the next.
Key to letters: A = LGR2 antag; B = esBAF inh; C = C2C12 statin; D = S100A4 inh HTS
> COc1ccc(NC(=O)CSc2nnc(-c3ccccc3)n2Cc2ccco2)c(OC)c1
  A: . | B: 4 | C: 14 | D: .

> NS(=O)(=O)c1ccc(S(=O)(=O)N(Cc2ccccc2F)CC2CCCO2)cc1 (centres undefined)
  A: . | B: -5 | C: -8 | D: .

> CC(=O)c1cnc2nc(C(F)(F)F)nn2c1C
  A: . | B: -5 | C: -30 | D: .

> O=C1C(NS(=O)(=O)c2cccs2)=C(N2CCN(c3cccc(Cl)c3)CC2)C(=O)c2ccccc21
  A: . | B: -7 | C: 10 | D: .

> O=C(NCc1ccccn1)/C(=N/O)c1ccccc1
  A: . | B: 12 | C: -4 | D: .

> CCOc1ccccc1C(=O)Nc1ccc(S(=O)(=O)N2CCOCC2)cc1
  A: . | B: 0 | C: -3 | D: .

> O=C(COc1ccc(S(=O)(=O)NC2CCCC2)cc1)N1CCCCCC1
  A: . | B: 5 | C: 8 | D: .

> O=c1c(C=Nc2ccc(Cl)cc2)c[nH]n1-c1cccc(Cl)n1
  A: . | B: -6 | C: 2 | D: .

> COc1cccc(C(=O)Nc2cccc(SC)c2)c1
  A: . | B: 60* | C: -1 | D: .

> CN(C)c1ccc(NC(=O)c2ccncc2)c2ccccc12
  A: . | B: -1 | C: -7 | D: .

> COC(=O)C1=C(C)N(c2ccc(S(N)(=O)=O)cc2)C(=O)C1
  A: . | B: -4 | C: -1 | D: .

> CC(=O)c1cccc(NC(=O)CN2C(=O)C3C4C=CC(C4)C3C2=O)c1 (centres undefined)
  A: . | B: -1 | C: 2 | D: .

> OCCOCCNc1ncnc2c1cnn2-c1ccccc1
  A: . | B: 9 | C: -3 | D: .

> CCOc1ccccc1N(CC(=O)NC1CCCC1)C(=O)CCC(=O)Nc1cc(C)on1
  A: . | B: -2 | C: -13 | D: .

> Cc1ccc(-c2nn(C)c(=O)c3ccccc23)cc1CNC(=O)c1ccco1
  A: . | B: -4 | C: 31 | D: .

> Cc1ccc(C2C(C#N)=C(N)N(c3ncn[nH]3)C3=C2C(=O)CC(C)(C)C3)cc1 (centres undefined)
  A: . | B: 0 | C: 7 | D: .

> CCC(CC)C(=O)NC12CC3CC(CC(C3)C1)C2
  A: . | B: -6 | C: 89* | D: .

> CN(C)/C=C1\N=C(c2ccc3c(c2)OCO3)OC1=O
  A: . | B: 36 | C: 13 | D: .

> Cc1ccc(-c2nc(CS(=O)CC(=O)NCc3ccc4c(c3)OCO4)c(C)o2)cc1 (centres undefined)
  A: . | B: 4 | C: 10 | D: .

> CSC1=C(C#N)C(c2ccc(C)s2)CC(=O)N1 (centres undefined)
  A: . | B: -1 | C: 12 | D: .

> CCOc1ccc2nc(SCC(=O)N3CCCCCC3)c(C#N)cc2c1
  A: . | B: 2 | C: 29 | D: .

> CC/C(O)=N\S(=O)(=O)c1ccc(N=NN(C)C)cc1
  A: . | B: -4 | C: 10 | D: .

> S=C(Nc1cccnc1)Nc1ccccn1
  A: . | B: -3 | C: 2 | D: .

> O=C(CCCSc1nc(-c2ccco2)cc(C(F)(F)F)n1)NCC1CCCO1 (centres undefined)
  A: . | B: -7 | C: 14 | D: .

> COCOc1ccc(/C=C/C(=O)c2c(OCOC)cc(OCOC)c(CC=C(C)C)c2O)cc1OCOC
  A: . | B: -6 | C: 12 | D: .

> COc1ccccc1NC(=O)CC1C(=O)Nc2c1c(=O)n(C)c(=O)n2C (centres undefined)
  A: . | B: -5 | C: -5 | D: .

> CC(C)Cc1nnc(NC(=O)CSc2ncn[nH]2)s1
  A: . | B: 2 | C: 2 | D: .

> COCC(=O)N(C)c1nnc(-c2ccccn2)s1
  A: . | B: 32 | C: 0 | D: .

> CN(CC(=O)N1CCN(c2ccccn2)CC1)S(=O)(=O)c1ccccc1
  A: . | B: 24 | C: 0 | D: .

> Cc1cc(NC(=O)CC2CCCC2)n(-c2nc3ccccc3[nH]2)n1
  A: . | B: 12 | C: -17 | D: .

> CCCc1nnc(SCC(=O)N2CCCC(C)C2)n1CCCOC (centres undefined)
  A: . | B: -7 | C: 22 | D: .

> Cc1ccccc1C(=O)NCc1ccncc1
  A: . | B: 1 | C: 16 | D: .

> O=C(c1cccc(S(=O)(=O)N2CCOCC2)c1)N1CCCCCC1
  A: . | B: 1 | C: 6 | D: .

Additional records
The line under a structure holds: LGR2 antag, esBAF inh, C2C12 statin, S100A4 inh HTS
- CCOC(=O)C(NC(=O)C1CCCN1C(=O)OCc1ccccc1)C(=O)OCC (centres undefined)
→ ., -3, 0, .
- CC1=C(C(=O)OCC2CCCO2)C(c2ccc(C)o2)C2=C(CC(c3ccc(F)cc3)CC2=O)N1 (centres undefined)
→ ., 7, -9, .
- COc1ccc(NC(=O)c2oc3ccccc3c2NC(=O)c2ccco2)c(OC)c1
→ ., 4, -49, .
- COc1ccc(Cl)cc1-c1n[nH]c(=S)n1C
→ ., 5, 6, .
- O=CNc1ccccc1Oc1ccccc1
→ ., -2, 3, .
- CCOc1cc(N2CCOCC2)c(OCC)cc1NC(=O)Cc1cn2ccsc2n1
→ ., -2, -22, .
- Cn1c(=NC(=O)CSCC(=O)N2CCCCC2)sc2ccccc21
→ ., 11, 24, .
- Cc1ccc(C)c2[nH]c(=O)c(C(c3nnnn3Cc3ccco3)N3CCc4ccccc4C3)cc12 (centres undefined)
→ ., 1, -14, .
- CCN(CC)S(=O)(=O)c1ccc(NC2c3ncccc3C(=O)N2Cc2ccccc2)cc1 (centres undefined)
→ ., -4, 0, .
- CCCc1cc(N2CCCC(C(=O)Nc3c(OC)cccc3OC)C2)n2ncnc2n1 (centres undefined)
→ ., -2, 8, .
- Clc1cccc(CSc2nnc(-c3ccccn3)n2Cc2ccco2)c1
→ ., -7, -10, .
- O=C(Nc1nnc(COc2ccc(Cl)cc2)s1)c1ccc([N+](=O)[O-])cc1
→ ., -7, -4, .
- CC1CCCN(C(=O)CSCC(=O)N=c2sc3ccccc3n2C)C1 (centres undefined)
→ ., 1, 24, .
- COC(=O)c1ccc(CSc2nnc(NCc3ccccc3)s2)o1
→ ., 10, 6, .
- COC(=O)c1[nH]c2ccc(Cl)cc2c1NC(=O)CN1CCc2cc(OC)c(OC)cc2C1
→ ., 2, 16, .
- Cc1ccc(/C=N/NC(=O)c2c[nH]c3ccccc23)s1
→ ., 59*, -21, .
- Cc1cccc(C2=NN(c3ccc(Br)cc3)[C@@H](C(=O)N3CCOC3=O)[C@@H]2c2ccccc2)c1
→ ., 1, 13, .
- Cc1ccc(S(=O)(=O)NC(=NC2CCCCC2)c2ccc(Cl)cc2)cc1
→ ., -1, -3, .
- N#Cc1cccc(NC(=O)Nc2cccs2)c1
→ ., 22, -1, .
- COc1ccc(C(=O)Oc2cc(/C=N/NS(=O)(=O)c3ccccc3)ccc2OC)cc1
→ ., 1, 7, .
- CCN(CC)CCNc1nc(-c2ccccc2)nnc1C(F)(F)F
→ ., -2, -11, .
- CN(C)c1ccc(/C=C(/NC(=O)c2ccccc2)C(=O)N/N=C/c2ccc([N+](=O)[O-])c(O)c2)cc1
→ ., -30, 30, .
- CC(c1ccccn1)N(CCN(C)C)C(=S)Nc1cccc(F)c1 (centres undefined)
→ ., 1, -6, .
- COc1cccc(N2CCN(Cc3nc4ccccc4c(=O)[nH]3)CC2)c1
→ ., 1, -10, .
- N#Cc1cccc(NC(=O)Cn2cnc(S(=O)(=O)N3CCc4ccccc43)c2)c1
→ ., -4, -6, .
- Cc1ccccc1OCc1nnc(SCC(=O)N2c3ccccc3Sc3ccc(Cl)cc32)o1
→ ., -4, -1, .
- CCOC(=O)C1CCN(C(=O)COc2ccc(S(=O)(=O)NC(C)C)cc2)CC1
→ ., 1, 17, .
- O=S1(=O)C=C(N2CCCCC2)c2ccccc21
→ ., -3, 108*, .
- COc1ccc(OC)c(-c2[nH]nc3c2C(c2ccco2)C(C#N)=C(N)O3)c1 (centres undefined)
→ ., 9, -13, .
- COc1ccc(C2=CC(=O)C=CC2=O)cc1
→ ., 4, ., -9
- CCOC(=O)C(NC(=O)CCC(=O)Nc1ccc(S(N)(=O)=O)cc1)C(O)c1ccccc1 (centres undefined)
→ ., 6, ., 7
- CC1(C)CC(=O)c2c(nc3ccccc3c2N)C1
→ ., 3, ., -17
- COc1ccc(/C=C/C(=O)NC(=S)NN2CCCCC2c2cccnc2)cc1 (centres undefined)
→ ., 2, ., -13
- O=C(c1ccc(F)cc1)[C@@H]1[C@@H](C(=O)c2ccccc2)[C@@]2(C(=O)Nc3ccccc32)[C@H]2c3ccccc3C=CN12
→ ., 17, ., 0
- COc1cccc2c1OCC1COc3c(c(=O)n(C)c(=O)n3C)C21 (centres undefined)
→ ., -3, ., -5
- CNC[C@H]1Oc2ncc(C3=CCCC3)cc2C(=O)N([C@@H](C)CO)C[C@H]1C
→ 0, ., 18, .
- C[C@H]1CN([C@@H](C)CO)S(=O)(=O)c2ccc(-c3ccc(F)cc3)cc2O[C@@H]1CN(C)C(=O)C1CCC1
→ 11, ., -13, .
- COc1cccc(-c2cnc3c(c2)C(=O)N([C@H](C)CO)C[C@H](C)[C@H](CN(C)S(=O)(=O)c2cccc(F)c2)O3)c1
→ 5, ., 27, .
- CNC[C@@H]1Oc2ncc(C3=CCCC3)cc2C(=O)N([C@H](C)CO)C[C@@H]1C
→ 3, ., -2, .
- C[C@@H]1CN([C@@H](C)CO)S(=O)(=O)c2ccc(C#CC(C)(C)O)cc2O[C@H]1CN(C)C(=O)C1CC1
→ 6, ., 5, .

Individual results from the results shown:
Entry for COc1cccc(N2CCN(Cc3nc4ccccc4c(=O)[nH]3)CC2)c1 in C2C12 statin: -10
Entry for CN(C)c1ccc(/C=C(/NC(=O)c2ccccc2)C(=O)N/N=C/c2ccc([N+](=O)[O-])c(O)c2)cc1 in C2C12 statin: 30

Remaining list, next part
The line under a structure holds: LGR2 antag, esBAF inh, C2C12 statin, S100A4 inh HTS
- CC(C)(C)NC(=O)NC(=O)CSc1nnc(-c2ccccc2F)n1N
→ -14, ., 19, .
- CNC[C@H]1Oc2ncc(C3=CCCC3)cc2C(=O)N([C@H](C)CO)C[C@H]1C
→ 9, ., 15, .
- C[C@@H]1CN([C@H](C)CO)C(=O)c2cc(C3=CCCC3)cnc2O[C@@H]1CN(C)C(=O)C1CC1
→ 2, ., 7, .
- C[C@@H]1CN([C@H](C)CO)S(=O)(=O)c2ccc(-c3cccnc3)cc2O[C@@H]1CN(C)C(=O)C1CC1
→ 3, ., -11, .
